MC4R antagonist = MC4R antagonists of cAMP signaling, primary screen, cell-based, TR-FRET, antagonist arm of biased-ligand search. Melanocortin receptor 4 (Homo sapiens), P32245. MC4R-expressing cells, MTII-stimulated cAMP, LANCE TR-FRET. inhibition, % at 6.5 µM. 0.48% of 360,000 active. AID 540295, 2011;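 active = inhibition above its plate's cutoff, the mean of tested wells on that plate plus 3 SD, cut at about 29% in these data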;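 note: 0% = Melanotan II alone and 100% = Melanotan II plus saturating MCL0020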
Target sequence (P32245 whole entry, looked up): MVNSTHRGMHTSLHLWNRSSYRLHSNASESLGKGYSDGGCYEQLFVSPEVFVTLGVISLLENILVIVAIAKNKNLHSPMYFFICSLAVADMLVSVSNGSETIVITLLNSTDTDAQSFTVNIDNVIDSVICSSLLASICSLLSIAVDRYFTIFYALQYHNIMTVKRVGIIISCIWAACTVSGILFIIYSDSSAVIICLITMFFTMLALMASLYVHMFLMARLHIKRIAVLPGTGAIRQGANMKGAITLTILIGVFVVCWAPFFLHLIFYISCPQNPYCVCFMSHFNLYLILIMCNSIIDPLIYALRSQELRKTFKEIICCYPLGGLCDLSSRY
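Assay system: U2OS cells stably expressing human melanocortin 4 receptor (MC4R) / Dosing: 6.5 µM / Timing: compound 30 min, challenge 1 h, detection 1 h / Measured by: Eu-cAMP/anti-cAMP TR-FRET, emission 671 nm / Replicates: singlicate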
Glyco luc inh = increase of ERlucT glycosylation luciferase signal, primary screen, N-linked glycosylation inhibitor project, D54 ERlucT cells, luminescence, set 2; reporter increase, % at 12.5 µM; D54 ERlucT glycosylation luciferase reporter, 24 h; percent of 100 nM tunicamycin response; 0.23% of 360,000 active;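 active = mean luciferase reporter signal, scaled so untreated is 0 and the glycosylation-blocking control 100, at or above a set limit in every replicate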;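 note: luciferase carries N-glycosylation sites so blocking glycosylation raises the light; 0% = median of neutral control wells and 100% = median of 100 nM tunicamycin wells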
iPSC survival up = enhancers of single-cell hiPSC survival, primary screen, ATPlite luminescence; 100% = ROCK inhibitor wells, 0% = DMSO; survival enhancement, % at 20 µM; 0.044% of 360,000 active; in the data active = survival enhancement above about 18%;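 note: cells exposed to compounds for 16 hours before the ATP read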
Exocytosis inh = LAMP-1 surface exposure blockers, TALL-104 cells – cell-based, flow cytometry, MLPCN library, primary screen | 0.66% of 360,000 active | TALL-104 LAMP-1 surface exposure; cells stimulated with thapsigargin and PMA | inhibition, % at 10 µM | AID 651702, 2012;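 active = inhibition above about 55%, limit read from the data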
ABCB6 inh MLPCN = ABCB6 transporter inhibitors, primary screen, K562-ABCB6 cells, flow cytometry, MLPCN library | ATP-binding cassette sub-family B member 6 (Homo sapiens), Q9NP58 | AID 602162, 2011 | K562-ABCB6 porphyrin accumulation, 1 h; active compounds read low | fluorescence ratio to DMSO, % at 10 µM | 0.19% of 360,000 active;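 active = fluorescence ratio to DMSO below 75%, the collection mean minus 3 SD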;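 note: signal is porphyrin accumulated inside mitochondria; 100% equals median channel fluorescence of DMSO control wells; lower ratio means ABCB6 inhibition with less porphyrin fluorescence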
MC4R ag barr = MC4R agonists recruiting beta-arrestin, primary screen, cell-based, luminescence, agonist arm of biased-ligand search; Melanocortin receptor 4 (Homo sapiens), P32245; U2OS MC4R beta-arrestin complementation; percent of melanotan II response, DMSO zero; activation, % at 8.9 µM; 0.98% of 360,000 active; AID 540308, 2011;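 active = activation above a per-plate cutoff, the mean activation of sample wells on that plate plus 3 SD, cut at about 8% in these data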
H9c2 protect = cardioprotection against H2O2-induced cell death, primary screen, uHTS, H9c2 cells, ATPLite luminescence; H9c2 cardiomyocytes, H2O2 injury protection, 2 h; protection from H2O2 cell death, % at 20 µM; 0.63% of 360,000 active;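 active = compounds giving at least 50% protection of heart cells from peroxide-induced death in the single-dose screen, raw or plate-pattern-corrected value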;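 note: 0% = DMSO wells with peroxide and 100% = DMSO wells without peroxide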
ABHD5-PLIN5 inh = ABHD5-PLIN5 interaction inhibitors, primary screen, cell lysate, split luciferase complementation, luminescence; AID 602281, 2012; inhibition, % at 4 µM; 0.78% of 360,000 active; Perilipin-5 (Homo sapiens) + 1-acylglycerol-3-phosphate O-acyltransferase ABHD5 (Homo …; Split G. princeps luciferase complementation, 4 h;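 active = inhibition above the mean inhibition across every tested compound plus 3 SD, cut at about 22% in these data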;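 note: 0% = DMSO only wells and the 100% control is not disclosed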
m5-HT2A agonist = mouse Htr2a agonists via beta-arrestin recruitment, primary screen, cell-based, luminescence; 5-hydroxytryptamine receptor 2A (Mus musculus), P35363; CHO-K1 mHTR2A beta-arrestin complementation; percent of 30 µM serotonin response; activation, % at 7.6 µM; 0.66% of 360,000 active; AID 624169, 2012;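 active = activation above a run cutoff, the mean activation of all tested compounds plus 3 SD, cut at about 14% in these data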;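 note: 0% = plate median of compound wells and 100% = 30 µM serotonin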
Target sequence (P35363 whole entry, looked up): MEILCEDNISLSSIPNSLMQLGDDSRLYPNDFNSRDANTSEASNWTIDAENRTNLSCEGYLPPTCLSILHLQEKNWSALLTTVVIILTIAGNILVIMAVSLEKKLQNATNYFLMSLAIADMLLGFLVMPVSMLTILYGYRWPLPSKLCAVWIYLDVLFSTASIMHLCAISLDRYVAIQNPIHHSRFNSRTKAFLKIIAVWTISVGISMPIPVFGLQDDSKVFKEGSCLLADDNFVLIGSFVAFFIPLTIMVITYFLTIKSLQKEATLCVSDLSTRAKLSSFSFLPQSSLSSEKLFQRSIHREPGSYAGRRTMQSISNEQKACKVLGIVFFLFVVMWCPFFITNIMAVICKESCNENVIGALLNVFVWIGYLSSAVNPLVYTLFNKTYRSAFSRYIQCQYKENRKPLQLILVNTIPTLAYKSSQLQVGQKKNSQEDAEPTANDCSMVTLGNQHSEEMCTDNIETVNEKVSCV
aDG glyco up = activators of alpha-DG glycosylation, primary screen, uHTS, Pro5-aDG cells, AlphaScreen | alpha-DG glycosylation AlphaScreen (IIH6); 0% Pro5, 100% B10-LARGE cell signal | activation, % at 10 µM | 0.22% of 360,000 active | AID 624168, 2012;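 active = activation of at least 8% versus controls, or a plate z-score of at least 8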;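 note: Pro5 are CHO cells carrying HIG-tagged alpha-DG that lacks glycosylation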
* = called active by the depositor; · = not tested or not shown.

nr	smiles	MC4R antagonist	ABHD5-PLIN5 inh	ABCB6 inh MLPCN	Exocytosis inh	MC4R ag barr	m5-HT2A agonist	aDG glyco up	H9c2 protect	iPSC survival up	Glyco luc inh
1	Cc1ccccc1NC(=O)CN1C(=O)COc2ccc(Cl)cc21	6	4	95	9	0.0	2	0.2	13	-1.9	-3
2	Cc1cc(C(=O)CN2C(=O)NC3(CCCc4sccc43)C2=O)c(C)n1-c1ccc(Cl)cc1 (stereo unspecified)	19	-2	97	-2	-2.2	3	2.9	-2	0.8	-5
3	CC1(C)CC(CCC(=O)NC(=S)Nc2ccccc2Cl)C(=O)O1 (stereo unspecified)	-5	-2	103	8	-1.7	0	-0.2	3	1.6	-1
4	C=CCN(C)NC(=S)Nc1ccccc1	-2	1	94	4	-0.8	-3	0.2	9	1.6	6
5	COc1ccc(S(=O)(=O)N2c3ccccc3OCC2CC(=O)O)cc1 (stereo unspecified)	1	-1	100	-13	-0.9	5	-0.1	0	-0.2	1
6	O=C(COC(=O)c1ccc(O)cc1O)NC1CCCCCC1	7	-2	91	-6	-1.3	-2	0.6	-8	-0.7	-3
7	Cn1ccc(C(=O)NC(=S)Nc2ccc([N+](=O)[O-])cc2O)n1	2	-8	92	-7	-1.3	7	-0.3	-4	0.7	0
8	COc1ccc(C(C)=O)c(Oc2cc(NN3CCCCC3)c([N+](=O)[O-])cc2[N+](=O)[O-])c1	4	0	103	0	-1.9	7	-0.1	-2	2.2	0
9	Cc1cc(F)ccc1C(O)c1ncc(-c2ccccc2C(F)(F)F)[nH]1 (stereo unspecified)	3	-4	94	6	-0.2	-1	-0.2	-4	2.6	1
10	COCCN1CCn2c(nc3cc(NC(=O)c4ccc(OC)cc4)ccc32)C1	10	2	·	-6	-1.1	-3	0.6	9	4.0	-2
11	O=C(O)CCCCNS(=O)(=O)c1ccc(Cl)c(C(F)(F)F)c1	1	-4	99	-3	0.3	3	0.0	2	-2.8	1
12	CCOC(=O)C1=NNC2C(=O)N(CC)C(=O)C12 (stereo unspecified)	8	4	101	-2	-0.5	-2	-0.3	19	-0.4	1
13	CS(=O)(=O)N1CCN(C(=O)c2cc3ccccc3oc2=O)CC1	0	2	105	-5	-0.9	2	-0.2	0	2.4	5
14	CCCNC(=O)C1CN(S(=O)(=O)c2ccccc2)CCN1S(=O)(=O)c1ccccc1 (stereo unspecified)	5	-7	97	-5	0.7	5	-0.1	4	7.0	2
15	CCCCNc1c([N+](=O)[O-])cc(C(=O)O)cc1[N+](=O)[O-]	-3	-7	101	-4	2.4	0	-0.3	17	0.4	0
16	COc1ccccc1CNS(=O)(=O)CCNCCc1ccccc1	5	4	104	2	-0.2	0	-0.1	4	0.4	1
17	Cc1cc(C)c(S(=O)(=O)N2CCN(C3CC(=O)N(c4ccccc4Cl)C3=O)CC2)c(C)c1 (stereo unspecified)	2	0	97	2	-2.6	-5	0.3	-1	-0.4	2
18	Cc1ccc(C(=O)n2cnc3ccccc32)cc1C	-5	-2	95	-13	0.9	3	0.1	4	-0.9	2
19	COc1ccc(OC)c(NC(=O)CSc2nnc(-c3cccnc3)s2)c1	17	-2	102	-2	-1.1	-2	2.0	-2	-0.6	-1
20	CS(=O)(=O)c1cnc(-c2ccccc2)nc1-c1ccc(Cl)c(Cl)c1	15	0	101	1	-2.4	-1	-0.3	-12	-0.5	-4
21	Cc1ccc2c(C)nc(N/C(N)=N/S(=O)(=O)c3ccc([N+](=O)[O-])cc3)nc2c1	-8	6	103	-6	-0.3	5	4.3	-9	-0.6	3
22	CC(=O)NC(=S)Nc1ccc(S(=O)(=O)N(C)Cc2ccccc2)cc1	6	1	94	-1	-4.7	-3	-0.3	-1	-2.6	2
23	COC(=O)/C=C1\SC(=NC(=O)c2ccc(C)cc2)NC1=O	6	-6	103	-1	0.2	-1	-0.3	-2	-0.2	0
24	COc1ccc(OC)c(NC(=S)N2CCC(C(O)(c3ccccc3)c3ccccc3)CC2)c1	3	-9	97	1	-1.8	-7	-0.3	-7	-1.8	0
25	C(=C\c1ccccc1)/CSc1nnc(-c2cccnc2)o1	5	-3	94	-6	-1.5	-3	0.2	-2	0.3	-5
26	CC(=O)N1CCC(=NNS(=O)(=O)c2cccc([N+](=O)[O-])c2)CC1	13	-5	99	0	-1.6	4	-0.1	1	0.0	2
27	COC(=O)c1ccc(NC(=O)COc2ccc([N+](=O)[O-])cc2)cc1	12	-6	98	22	1.3	8	-0.1	-4	-0.6	2
28	O=C(OCC#CCSc1nnc(-c2cccc3ccccc23)o1)c1ccco1	-1	-4	103	4	-1.5	-2	-0.1	3	-1.7	1
29	Cc1cc(=O)oc2cc(NC(=O)c3c(Cl)cnn3C)ccc12	-3	-8	92	-5	0.9	-2	0.0	6	0.8	4
30	O=C(NCCCN1CCN(c2ccccc2F)CC1)C1CCC(=O)N1C1CCCCC1 (stereo unspecified)	10	5	102	-2	-0.6	16*	0.1	3	-0.9	1
31	CSc1nc2c(cc1C#N)CCC2	0	2	95	-4	-1.8	-1	0.1	5	0.2	0
32	COc1ccc(CNC(=O)Cc2c(C(=O)O)[nH]c3ccccc23)cc1	-2	3	98	0	-2.3	3	-0.2	-1	8.2	2
33	CC(Sc1n[nH]c(-c2cccs2)n1)C(=O)N1CCCC1 (stereo unspecified)	2	4	97	1	-0.5	-1	-0.3	-4	1.5	1
34	COc1ccc(OC)c(NC(=O)CN(c2ccc(C)cc2)S(=O)(=O)c2c(C)noc2C)c1	2	-1	86	3	-1.3	-1	-0.4	8	0.3	-4
35	COc1ccc(-c2cc(C(=O)N3CCN(c4ccccc4F)CC3)c3ccccc3n2)c(OC)c1	8	4	98	7	-3.7	-3	-0.4	14	0.4	2
36	Cc1cc2occ(CC(=O)O)c2cc1C	1	-1	102	-2	-0.3	-2	0.0	20	-2.4	2
37	COc1cc(CN2CCN(C(O)(c3ccccc3)c3ccccc3)CC2)cc(OC)c1OC	0	6	98	15	-1.6	-10	0.3	-3	-0.2	2
38	COc1ccc(CCN2CC(C(=O)NCCc3cnn(C)c3)CCC2=O)cc1 (stereo unspecified)	8	6	98	-1	0.0	1	0.5	-2	-0.5	2
39	CC(=O)Oc1ccc2c(=O)c(N3C(=O)c4ccccc4C3=O)c(C)oc2c1C	22	1	100	-3	-1.0	1	5.3	2	-1.2	1
40	CCc1cc2cc(C(=O)N3CCN(Cc4ccccc4)CC3)sc2s1	1	4	99	-11	0.3	-4	0.6	-12	2.2	-1
41	Cn1c(=O)c2c(nc(CN3CCN(C(=O)c4ccco4)CC3)n2CC(=O)C(C)(C)C)n(C)c1=O	4	1	99	-10	-0.6	-7	-0.2	0	2.1	6
42	CCO[C@H]1OC(C(=O)N2CCOCC2)=C[C@@H](C)[C@@H]1CCCO	10	3	97	1	0.9	2	0.2	11	6.8	1
43	CCCC(=O)OCCNc1cc(SCCC(=O)OC)c2nonc2c1[N+](=O)[O-]	1	-12	87	14	-2.8	-3	0.4	29	-1.5	9
44	CCOC(=O)C1=C(COC(=O)c2cccc(N(C)C)c2)NC(=O)NC1C (stereo unspecified)	1	3	92	-4	0.0	9	0.1	-8	-0.5	-1
45	CC(C)(C)C(=O)NCc1ccc(C(=O)CN2C(=O)NC3(CCCC3)C2=O)s1	5	1	99	0	-1.1	2	-0.2	4	-0.1	2
46	O=C(CC[C@H]1O[C@@H](n2ccc(=O)[nH]c2=O)[C@H](O)[C@@H]1O)NCc1ccco1	·	4	98	4	·	3	-0.3	10	1.3	2
47	CCc1c(O)c(-c2ccccc2)c(=O)n(-c2ccccn2)c1-c1ccccc1	3	9	99	-6	-1.6	-1	-0.2	4	0.4	1
48	O=C(Nc1ccccc1)Nc1nnc(/C=C/c2ccccc2Cl)s1	9	2	134	-3	-1.1	2	-0.3	-1	-0.4	1
49	CCc1ccccc1NC(=O)CN(C)C(=O)COC(=O)c1cccnc1Cl	6	-8	98	18	-1.6	4	-0.3	2	-0.3	1
50	CC1(c2ccccc2)NC(=O)N(CC(=O)N2CCN(S(=O)(=O)c3c(F)cccc3F)CC2)C1=O (stereo unspecified)	4	-13	98	-2	-1.1	-5	0.1	0	0.7	-2
51	CCOCCCNC(=O)CN1C(=O)/C(=C/c2ccccc2C)Sc2ccccc21	3	-1	96	-2	5.1	5	-0.3	13	-1.4	0
52	O=C(/C=C/c1ccco1)N1CCCC(c2ccccc2)C1 (stereo unspecified)	21	8	91	2	0.8	3	-0.1	-1	0.7	1
53	CCOc1ncccc1C(=O)OCC(=O)c1c(N)n(C)c(=O)n(C)c1=O	9	-1	187	-2	0.3	2	0.0	8	4.0	1
54	Cc1nc2ccc(S(=O)(=O)N(C)CC(=O)NCc3ccc(N(C)C)cc3)cc2s1	9	-4	100	9	1.1	1	0.5	2	0.2	3
55	COc1cc(Br)cc2cc(C(=O)NCC3CCCO3)c(=O)oc12 (stereo unspecified)	-2	-9	102	-4	-2.4	-5	0.0	12	-0.5	2
56	CCCc1nc2nc(C)c(NS(=O)(=O)c3ccc(C4CCCCC4)cc3)c(=O)n2[nH]1	3	-2	95	-1	-0.1	3	-0.1	1	0.6	2
57	Cc1ccc(NC(=O)CSc2ccc3c(c2)OCCO3)c(O)c1	0	2	87	7	-3.7	0	1.5	-15	-0.1	0
58	O=C(NCc1cccnc1)c1ccccc1NS(=O)(=O)c1ccc(Br)cc1	3	7	93	2	-0.5	-9	-0.1	11	-0.5	2
59	N#CC1(Nc2cccc(Cl)c2)CCCC1	0	2	94	-3	-1.7	2	-0.3	-3	1.7	-2
60	COc1ccc(CNC2c3ccccc3-c3ccccc32)cc1OC	7	-9	97	-3	0.3	-1	0.0	3	-0.4	-2

Continued.
nr	smiles	MC4R antagonist	ABHD5-PLIN5 inh	ABCB6 inh MLPCN	Exocytosis inh	MC4R ag barr	m5-HT2A agonist	aDG glyco up	H9c2 protect	iPSC survival up	Glyco luc inh
61	CN1C(=S)SC(C)(C)C1N(O)C(=O)Nc1ccc(Cl)cc1 (stereo unspecified)	1	-3	81	0	-3.1	0	-0.1	-8	-0.6	-2
62	Clc1ccc(-c2ccnc(Oc3cc(Cl)ccc3Cl)n2)cc1	-1	-5	97	-6	6.1	0	0.2	-18	-2.7	2
63	CCN(Cc1ccccc1)Cc1nnnn1Cc1ccccc1	17	-4	97	4	-0.5	-2	0.9	3	0.2	-3
64	COc1ccc(-c2cc(NC(C)=O)c3ncc(-c4cccc(C(C)=O)c4)n3c2)cc1OC	13	9	86	6	26*	-7	-0.3	111*	-1.1	0

High-throughput results: PubChem BioAssay, several laboratories
